ARNT-TACC3 inh: ARNT/TACC3 interaction disruption; Q9Y6A5; AlphaScreen His-ARNT PAS-B/GST-TACC3 binding, luminescence; TACC3 fragment carries E629A point mutation; inhibition, % at 9.99 µM; 390,000 tested, 0.66% active;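 active means mean inhibition of replicates at least 50% and at least half of replicates each reaching 50%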;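 further: 0% = complete ARNT plus TACC3 wells and 100% = ARNT alone without TACC3; many hits fall short of the cut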
Starred values were filed as active, the others as inactive. An excerpt; the hit share may differ from the screen's.

canonical_smiles	ARNT-TACC3 inh
COc1ccc(C(C(=O)NC2CCCC2)N(C(=O)c2snc(-c3ccc(F)cc3)c2N)c2ccccc2)cc1 (stereo not drawn)	5.6
COc1ccc(C2=CC(=O)C=CC2=O)cc1	-2.6
c1ccc(CC2CCN(Cc3nc(-c4ccccc4)no3)CC2)cc1	-1.6
COc1ccc(-c2c3c(=O)n(C)c(=O)n(C)c3cn2-c2cc(OC)ccc2OC)cc1	7.5
CCn1c(COc2cccc(C)c2)nnc1SCC(=O)N1CCCC1	1.5
C=CCn1c(CNC(=O)c2cccs2)nnc1SCC(=O)c1ccc(Br)cc1	-23.8
CCC(C)NS(=O)(=O)c1ccc(OCC(=O)NCC2CCCO2)cc1 (stereo not drawn)	-14.2
COc1cc(C(C(=O)NC(C)(C)C)N(C(=O)CNC(=O)c2cccs2)c2ccccc2)cc(OC)c1OC (stereo not drawn)	-19.2
COc1cc(/C=N/Nc2snc(SC)c2C#N)cc(OC)c1OC	0.9
Cc1ccsc1C(=O)N/N=C/C=C/c1ccccc1[N+](=O)[O-]	4.0
CS(=O)(=O)c1cccc(C(=O)NCc2ccc(F)cc2)c1	-0.6
Cc1cccc(CSc2nc(N)c(C#N)c(-c3cccs3)c2C#N)c1	-12.3
CC(Oc1ccc(Cl)cc1Cl)C(=O)N(Cc1ccco1)C1CCS(=O)(=O)C1 (stereo not drawn)	-3.9
CC12CC3CC(C)(C1)CC(CN)(C3)C2	7.8
Cc1nc(N)sc1-c1csc(NCc2ccccc2)n1	3.9
O=C1c2ccccc2-c2nccnc21	-20.8
Cc1nn(CC(=O)Nc2nc3ccccc3s2)c(C)c1[N+](=O)[O-]	-0.6
COc1cc(NC(=O)CN2CCN(c3ccccc3F)CC2)cc(OC)c1	-2.1
COc1ccc(C2C3=C(CC(C)(C)CC3=O)Oc3ncn(CCCn4ccnc4)c(=N)c32)cc1 (stereo not drawn)	-0.6
Cc1n[nH]c(C)c1S(=O)(=O)N1CCCC(C(=O)N2CCc3ccccc32)C1 (stereo not drawn)	1.2
O=S(=O)(Nn1cnnc1)c1ccccc1Cl	-7.2
Cn1c(=O)c2c(nc(CN3CCc4ccccc4C3)n2Cc2ccccc2F)n(C)c1=O	20.2
COc1cc(S(=O)(=O)N2CCOCC2)ccc1NC(=O)COC(=O)C12CC3CC(CC(C3)C1)C2	0.8
Cc1cc(C)n(C(=O)CCCCCC(=O)n2nc(C)cc2C)n1	-7.6
COCCNC(=O)c1ccc2c(=O)n(Cc3ccco3)c(SCC(=O)NC3CCCC3)nc2c1	10.2
COCC(C)NC(=O)c1ccc(N(C)C)cc1 (stereo not drawn)	-8.6
CN(C)S(=O)(=O)Oc1ccsc1C(=O)Nc1ccc(Cl)c(Cl)c1	1.9
Cc1ccc(CN(C(=O)c2c(F)cccc2F)C2CC(C)(C)NC(C)(C)C2)o1	-0.5
COc1ccc(CSc2nnc(C)n2N)cc1	-4.4
Cc1scc(C(=O)NNC(=O)CCC(=O)O)c1C	-6.4
Cc1[nH]c2ccccc2c1Cc1n[nH]c(=S)n1C	2.8
O=C(NCc1ccccc1)C(c1cccnc1)N(Cc1ccco1)C(=O)c1ccccn1 (stereo not drawn)	-2.1
CC(=O)N1CCN(c2ccccc2NC(=O)COc2cc(C)ccc2C(C)C)CC1	-1.9
COc1ccc(-c2nnc(SCC(=O)N3CCc4ccccc4C3)o2)cc1	0.6
CCCC1C(C#N)=C(N)Oc2n[nH]c(C(C)(C)C)c21 (stereo not drawn)	17.3
Cc1csc(NC(=O)C2CCCN(S(=O)(=O)c3ccc(Br)s3)C2)n1 (stereo not drawn)	2.8
COc1ccc(CCNC(=O)Cn2c(=O)cnc3ccccc32)cc1	0.4
O=P1(O)C=C(c2ccccc2)OC(c2ccccc2)=C1	-2.6
Cc1c(NC(=O)c2cnn3c(C(F)(F)F)cc(-c4ccco4)nc23)c(=O)n(-c2ccccc2)n1C	-10.6
COC(=O)NCC(C)OC(=O)Nc1cccc(Cl)c1 (stereo not drawn)	-4.1
CCCOc1ccc(-c2c(C(=O)N/N=C/c3cccs3)nnn2-c2nonc2N)cc1	-18.0
O=C(c1ccccc1-c1nc(-c2ccccc2)no1)N1CCCC1	-0.5
Cc1cccc(-c2c3c(=O)n(C)c(=O)n(C)c3cn2C(C)(C)C)c1	-61.3
CCN(CC)CCN1C(=O)C(=O)/C(=C(/O)c2ccc(S(=O)(=O)N3CCOCC3)cc2)C1c1ccc(C(C)(C)C)cc1 (stereo not drawn)	-19.7
CCOc1cc(C)c(Cl)cc1S(=O)(=O)N(CC)CC	-5.1
CN1C(=O)CC(N2CCN(Cc3ccc(Cl)cc3)CC2)C1=O (stereo not drawn)	-0.2
CCCCc1ccc(NC(=O)C2CCCO2)cc1 (stereo not drawn)	-5.7
CCC1CCCN1Cn1cnc2c([nH]c3ccc(OC)cc32)c1=O (stereo not drawn)	-5.2
CCN(CC)C(=O)c1sc(NC(=O)c2ccc(Br)o2)c(C(=O)OC)c1C	-5.6
COc1ccc(C(=O)C/C(=C\C(=O)c2ccc(C)cc2)c2ccccc2)cc1	1.8
COc1ccc(-c2ccc(=O)n(Cc3cc(=O)n4ccccc4n3)n2)cc1	-3.5
COc1cccc(CN2CCN(C(=O)c3cccs3)CC2)c1OC	2.9
CCc1nc(N2CCCCC2)c2oc3ccccc3c2n1	-24.8
Cn1c(=O)c2c(nc(SC3C(=O)CC(C)(C)CC3=O)n2C)n(C)c1=O	2.3
CCSc1nnc(NC(=O)c2cc(C)oc2C)s1	0.5
O=C(COc1ccc(Br)cc1)c1ccc2c(c1)CCCC2	-1.3
COC(=O)Nc1ccc(S(=O)(=O)Nc2cccc3ccccc23)cc1	-10.2
CCc1noc(C)c1C(=O)Nc1ncc(C)s1	5.7
COc1cc(C2c3c(oc4ccccc4c3=O)C(=O)N2CCN2CCOCC2)cc(OC)c1OC (stereo not drawn)	4.7
CCN(CC)c1nc(C)c2c(c1C#N)CC(C)(C)OC2	-1.9

Further records follow:
canonical_smiles	ARNT-TACC3 inh
CCCOC(=O)CSc1nnc(-c2ccccc2Cl)o1	-24.6
O=C(CSc1cccc(C(F)(F)F)c1)Nc1ccc(Cl)cc1Cl	-2.6
O=S(=O)(NCc1ccccc1)c1ccc(S(=O)(=O)N(Cc2ccccn2)C2CCCC2)cc1	6.1
NC(=O)c1ccc(NC(=O)CSC2=Nc3ccccc3C3CC=NN23)cc1 (stereo not drawn)	-2.7
CCOC(=O)C1=C(NC#N)OC(C)=C(C)C1c1ccc(O)cc1 (stereo not drawn)	2.7
COC(=O)C1CCN(c2nc3ccccc3nc2C(C#N)C(=O)NCCc2ccccc2)CC1 (stereo not drawn)	17.2
Cc1cc(C)cc(C(=O)/C=C2\NC(=O)CS2)c1	22.2
COCCCNC(=O)C1CCCN(C(=O)Nc2ccc(OC)cc2)C1 (stereo not drawn)	-6.7
COc1ccc(Cl)cc1N=Cc1c(O)cc(C)oc1=O	3.0
CSc1nnc2c(n1)OC(c1ccsc1)N(C(C)=O)c1ccccc1-2 (stereo not drawn)	4.1
CCCCOC(=O)c1ccc(NC(=S)NC(=O)c2c(Cl)cnn2C)cc1	-9.1
CC1CCCCN1C(=O)Cn1cc(C(=O)c2ccco2)c2ccccc21 (stereo not drawn)	2.2
Cc1cc(NCc2ccccc2)nc2ccccc12	-6.7
CCOCC(=O)Nc1ccccc1C(=O)OCC	19.7
Cc1ccc2nsnc2c1S(=O)(=O)N1CCN(CCc2ccccc2)CC1	4.7
Cc1ccc(NC(=O)Nc2ccccc2C#N)c(Cl)c1	-1.7
CC1=C(C(=O)Nc2ccccc2)C(c2ccncc2)C(C#N)=C(SCC(=O)NC2CC2)N1 (stereo not drawn)	2.0
COc1ccc(CCNC(=O)CSc2ncnc3c2oc2ccccc23)cc1OC	-2.3
CCOc1cc(C(=O)OCC(=O)NCc2ccco2)cc(OCC)c1OCC	-2.6
CSc1nc(Oc2ccccc2)c2sccc2n1	-7.3
CSc1nnc(-c2cc3ccccc3cc2O)n1C	-2.6
CSCCC(NC(=O)c1c(C)oc2c1CCCC2)C(=O)O (stereo not drawn)	2.4
COc1ccc(-n2nnc3c(SCc4ccccc4)ncnc32)cc1	-2.2
CC(C)C12CCC(C(=O)O)C(C1)C(=O)O2 (stereo not drawn)	1.1
O=C(O)CCc1nc2ccccc2n(CCc2ccccc2)c1=O	-0.1
Cn1nc(CC(=O)Nc2ncc(Br)s2)c2ccccc2c1=O	-5.3
CN(C(=O)CCN1C(=O)c2ccccc2C1=O)C1CCCCC1	5.1
O=C(O)C1CCN(C(=O)OCc2ccccc2)CC1	-5.0
CCOc1cc(-c2c(C)c(C)nc(N)c2C#N)ccc1O	-5.8
CCOc1ccc(CNC(=O)C2CCN(S(=O)(=O)N3CCCC3)CC2)cc1OC	2.4
OCCn1c(SCCOc2ccccc2)nc2ccccc21	-43.7
CCc1nc(Nc2ccc(N3CCN(C(C)=O)CC3)cc2)c2oc3ccccc3c2n1	4.4
COC(=O)c1sccc1NC(=O)Cn1cnc2c1c(=O)n(C)c(=O)n2C	0.0
CCOc1ccc(NCC2CCOC(C)(C)C2)cc1 (stereo not drawn)	17.2
Cc1ccc(-c2nc3ccccc3n3nnnc23)cc1	-2.0
Cn1c(=O)n(C)c2cc([N+](=O)[O-])c(N3CCN(S(=O)(=O)c4ccc(C(C)(C)C)cc4)CC3)cc21	9.7
Cc1ccc(-c2nc3ccccc3[nH]2)cc1NC(=O)c1ccco1	1.2
Cc1ccc(S(=O)(=O)N(CC(=O)N/N=C/c2ccco2)Cc2ccccc2)cc1	19.3
O=C(CSc1nnc2scc(-c3ccccc3)n12)Nc1nsc(-c2ccc(Cl)cc2)n1	-4.8
FC(F)(F)c1cc(-c2ccccc2)nc(NCC2CCCO2)n1 (stereo not drawn)	-6.7
C=CCc1c(C)nc(C)nc1N/N=C/c1ccc([N+](=O)[O-])cc1	3.0
COc1ccccc1-c1nc(-c2ccc(Br)cc2)no1	-75.9
Cc1ccc(C2=[N+]([O-])C(C)N(O)C2(C)C)o1 (stereo not drawn)	0.8
N#Cc1nc(Cc2ccccc2)oc1NCc1ccccc1Cl	7.6
Nc1nc(-c2cccc(NS(=O)(=O)c3ccccc3)c2)cs1	6.6
N/C(=N/O)c1nc(N2CCCCC2)nc(N2CCCCC2)n1	-4.2
N#Cc1c(NC(=S)NC(=O)Cc2cccs2)sc2c1CCCCC2	12.3
CCOC(=O)C1=C(C)N=C2c3ccccc3C(=O)C2C1c1ccc(Cl)cc1 (stereo not drawn)	12.9
COc1cc(OC)cc(-c2nnc(SCC(=O)NCc3cccs3)o2)c1	-5.3
COc1ccc(OC)c(NC(=O)c2cc(S(=O)(=O)N3CCCCC3)c[nH]2)c1	-6.2
Cc1ccc(C(=O)/C=C/Nc2cccc(O)c2)cc1	-0.7
COc1cc2nc(SCc3ccc(Cl)cc3Cl)n(Cc3cccs3)c(=N)c2cc1OC	13.5
COc1ccccc1N1CCN(C(=O)c2ccccc2Oc2ccccc2)CC1	-2.6
Cn1c(=O)c2c(nc(N3CCCCCC3)n2CC(=O)c2ccccc2)n(C)c1=O	8.2
O=C(CN1C2CCCC1CC(NC(=O)c1ccco1)C2)Nc1ccccc1 (stereo not drawn)	-2.8
C(=N\n1cnnc1SCc1ccccc1)/c1ccco1	-4.4
Cc1cc(N2CCCCCC2)nc(-c2ccccc2O)n1	-33.2
CCOc1ccccc1N(CC(=O)Nc1ccccc1C(=O)NCc1ccco1)S(C)(=O)=O	12.9
CC(=O)Nc1ccc(S(=O)(=O)N2CCN(c3nc(NC4CCCC4)c4ccccc4n3)CC2)cc1	-5.8
Nc1cccc2nc3ccccc3cc12	-1.1

(continued)
canonical_smiles	ARNT-TACC3 inh
C(=N\c1nccs1)/c1c[nH]c2ccccc12	39.8*
CN(C)c1ccc(NC(=O)COC(=O)CCC(=O)c2ccc(F)cc2)cc1	-7.6
O=C(CN1CCN(CCOCCO)CC1)N1c2ccccc2Sc2ccc(Cl)cc21	4.5
Cc1ccc(CNC(=O)CCCn2c(=O)c3ccccc3n(CC(=O)NCc3ccco3)c2=O)cc1	-21.7
Cn1cccc1C(=O)NC(=O)COC(=O)CNC(=O)c1ccc(Cl)cc1Cl	-4.7
CCOC(=O)c1c(NC(=O)c2ccccc2Br)sc2c1CCc1ccccc1-2	-1.9
CCOC(=O)c1cc2c(=O)[nH]ccc2nc1C	9.4
CCCN(CCC)CCCNC(=O)CC1Nc2ccccc2NC1=O (stereo not drawn)	0.2
Cc1ccc(-n2c(SCC(=O)OC(C)C)nnc2-c2ccncc2)cc1	32.3
COC(=O)COc1ccc2oc(=O)cc(C)c2c1	3.8
COc1cc(C(=O)Nc2nc3ccc(C)cc3s2)ccc1OCc1c(C)noc1C	-5.8
CC1(C)CC(=O)C(C=NCCN2CCN(C(=O)CC3CCCC3)CC2)=C(O)C1	4.6
